# From PubChem BioAssay
# FUS suppressor: rescues growth of FUS-expressing yeast; AID 1347120; S. cerevisiae FUS-expressing, growth rescue, OD600, 24 h; Potency, µM (highest dose often 76.6 µM), for the others: at the top dose growth rescue (activation), actives largely listed as activators; actives 0.24% (n = 390,000);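 note: potency is the fitted concentration of half-maximal effect; plate controls were DMSO vehicle for no effect and reference control for full effect; nearly all actives have a fitted effect of over 55% in size; some results filed as inactive show a strong effect at the top dose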
#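 Yeast FUS proteinopathy model; galactose-induced FUS (2%), starting OD 0.005. Cpds in dilution series, 24hr, 30C, 99% humidity. Abs 600 nm growth. Pos ctrl CP55940 (top 92uM final); neg ctrl DMSO.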
# DRD3 agonist: D3 dopamine receptor (human) agonism | P35462 | D3R DiscoveRx beta-arrestin cells, luminescence, 90 min | max activation, % | actives 0.58% (n = 410,000) | AID 652048; in the data active = max activation above about 30%; note: 0% is about no effect; mostly tested at two doses, the higher about 12 µM
#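 Agonist-mode cell screen: cells plated at 1500/well and incubated overnight at 37 °C, then exposed to library compounds for 90 min at 37 °C. Detection reagent was added for 30–60 min at room temperature, and luminescence was read.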
# EPAC2 agonist: EPAC2 (human) agonism; EPAC2 activation, biochemical qHTS; response scale: 100% = 6.5 mM cAMP response; Potency, µM (titrated, usually from 154 µM), without a hit: at the highest dose activation, hits mostly activators; actives 0.079% (n = 360,000); AID 720711; note: potency is the fitted concentration of half-maximal effect; nearly all actives have a fitted effect of over 50% in size
# Target sequence (Q8WZA2 whole entry, looked up): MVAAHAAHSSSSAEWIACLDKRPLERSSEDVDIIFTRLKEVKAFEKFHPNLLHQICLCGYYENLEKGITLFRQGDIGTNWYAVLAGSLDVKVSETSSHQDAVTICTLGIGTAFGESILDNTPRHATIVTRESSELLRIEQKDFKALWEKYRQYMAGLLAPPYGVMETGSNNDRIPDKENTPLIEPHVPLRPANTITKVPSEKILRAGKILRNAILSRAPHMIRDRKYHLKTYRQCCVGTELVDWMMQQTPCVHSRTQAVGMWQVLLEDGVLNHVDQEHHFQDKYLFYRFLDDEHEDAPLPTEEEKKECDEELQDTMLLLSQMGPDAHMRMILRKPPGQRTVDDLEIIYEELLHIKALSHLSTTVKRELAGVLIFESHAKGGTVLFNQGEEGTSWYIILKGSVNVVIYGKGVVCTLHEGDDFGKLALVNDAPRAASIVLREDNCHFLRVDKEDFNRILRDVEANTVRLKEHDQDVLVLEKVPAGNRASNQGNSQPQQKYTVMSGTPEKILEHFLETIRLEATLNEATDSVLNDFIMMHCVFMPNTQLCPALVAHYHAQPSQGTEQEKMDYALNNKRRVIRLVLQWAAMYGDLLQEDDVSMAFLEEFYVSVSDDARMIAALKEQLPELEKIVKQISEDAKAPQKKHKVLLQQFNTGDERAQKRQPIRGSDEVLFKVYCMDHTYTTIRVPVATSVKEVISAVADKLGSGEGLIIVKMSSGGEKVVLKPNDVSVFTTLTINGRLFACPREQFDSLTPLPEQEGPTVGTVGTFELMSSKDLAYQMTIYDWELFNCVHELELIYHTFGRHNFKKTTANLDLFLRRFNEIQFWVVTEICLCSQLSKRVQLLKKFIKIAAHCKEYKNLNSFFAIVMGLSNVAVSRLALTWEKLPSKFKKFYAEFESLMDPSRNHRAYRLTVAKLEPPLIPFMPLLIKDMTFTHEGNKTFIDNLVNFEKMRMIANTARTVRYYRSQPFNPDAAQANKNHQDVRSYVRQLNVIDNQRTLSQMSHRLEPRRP
#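 Exchange assay: 100 nM EPAC2 with 250 nM Rap1B-BODIPY-GDP and 50 uM GDP. Fluorescence (ex 480/em 540 nm) read every 5 min for 30 min at room temperature. Data normalized to 6.5 mM cAMP as agonist control.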
# Abeta yeast res: restores growth of yeast expressing A-beta42 peptide; AID 1347071; Potency, µM (top dose mostly 46.1 µM), for the others: at the top dose growth rescue, hits mostly activators; actives 0.063% (n = 410,000); yeast expressing A-beta42, growth rescue, OD600, 48 h; response scale: 0% DMSO, 100% iron-clioquinol control; note: potency is the fitted concentration of half-maximal effect; nearly all actives have a fitted effect of over 55% in size
#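 Growth rescue measured by 600 nm absorbance after 48 h yeast culture at 30 C with compound. Values normalized between DMSO and an equimolar ferric chloride plus clioquinol control.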
# aSyn rescue: inhibitors of alpha-synuclein toxicity in yeast; Yeast expressing alpha-synuclein, growth rescue, BacTiter-Glo, 24 h; Potency, µM (series often up to 46.1 µM), without a hit: at the top dose growth rescue (activation), hits mostly activators; actives 0.14% (n = 370,000); note: potency is the fitted concentration of half-maximal effect; % of control where 0% means no effect; nearly all actives have a fitted effect of over 65% in size
#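 Readout is rescue of growth in alpha-synuclein-expressing yeast, so inhibitors of toxicity appear as activators. Growth after 24 hr at 30 deg C in galactose medium is quantified by luminescence.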
# EPAC2 antag: EPAC2 (human) antagonism; Q8WZA2; AID 720708; EPAC2 GEF exchange of Rap1B-BODIPY-GDP, fluorescence; actives 0.18% (n = 360,000); Potency, µM (titrated, usually from 114 µM), without a hit: at the top dose activity, negative = inhibition, hits mostly inhibitors; note: potency is the fitted concentration of half-maximal effect; % is set by controls: 0 for no effect and ±100 for the full control effect; nearly all actives have a fitted effect of over 45% in size; many of its hits are not listed in these tables
# TDP-43 yeast inh: TDP-43 toxicity inhibition in yeast; TDP-43 expressing yeast growth rescue, BacTiter-Glo, 24 h; Potency, µM (top dose mostly 46.1 µM), for inactives: at the highest dose growth rescue (activation), hits mostly activators; actives 1.8% (n = 410,000); note: potency is the fitted concentration of half-maximal effect; % of control where 0% means no effect; nearly all actives have a fitted effect of over 50% in size
#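 Luminescence from BacTiter-Glo reports growth of TDP-43-expressing yeast after 24 hr at 30 deg C with compound. Cells were raffinose-pregrown to mid-log, then seeded in galactose medium at OD600=0.02.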
# D3 antag: antagonists of human D3 dopamine receptor. P35462. D3R cells, DiscoveRx beta-arrestin luminescence, antagonist mode; active compounds read low. max response, negative = inhibition, %. actives 2.5% (n = 360,000); in the data active = max response below about -50%; inconclusive = no clear call, values can overlap the other calls; note: % is set by controls: 0 for no effect and ±100 for the full control effect; mostly tested at two doses, the higher about 12 µM
#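 Cells expressing the human receptor were seeded at 1500 cells/well, incubated overnight at 37 degrees C in 5% CO2, then exposed to library compounds with dopamine controls for 90 minutes at 37 degrees C before luminescent detection.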
# Active calls of the source: *; u = inconclusive; x = not tested or not shown; [ ] = remark or other dose. Unless noted, calls come from the whole dose curve; as a rule, active = well fitted curve in the direction sought with a large enough effect; inconclusive = small, poorly fitted or top-dose-only effect, or another doubt; inactive = no such curve, though single readings can be large; an effect the other way counts as inactive or inconclusive. These rows are one share of the data (hit frequency here may not be typical).
SMILES	FUS suppressor	DRD3 agonist	EPAC2 agonist	Abeta yeast res	aSyn rescue	EPAC2 antag	TDP-43 yeast inh	D3 antag
Cc1csc(NC(=O)c2ccccc2[N+](=O)[O-])n1	16%	-1	0%	-5%	-1%	7%	9%	-11
Cc1nnc(SCC(=O)N2CCN(C(=O)c3ccco3)CC2)n1-c1ccccc1	2%	-3	4%	-5%	-1%	9%	-18%	-1
CCc1ccccc1NC(=O)c1cc(S(=O)(=O)NC2CCCC2)ccc1F	41%	-9	x	19%	x	x	19%	x
COC(=O)Nc1cc(C)nc2ccccc12	-9%	-11	-1%[15.6 µM]	1%	2%	12%	-1%	-8
COc1ccc(CC(=O)Oc2cc(C)ccc2C)cc1	0%	5	11%	-1%	-9%	-28%	16%	-17
CCCc1nn2c(=O)cc(COc3ccc(/C=C(\C#N)C(=O)Nc4ccc(F)cc4)cc3)nc2s1	-17%	1	x	-11%	x	x	5%	x
CCC(=O)Nc1c2c(nn1-c1ccc(F)cc1)CS(=O)(=O)C2	-4%	-5	10%	3%	-5%	17%	-6%	17
O=C(CN1C(=O)COc2ccc(S(=O)(=O)N3CCCCCC3)cc21)NCc1ccc(Cl)cc1	u	-5	x	u	x	x	1%	x
CC1CCc2nn(CC(=O)Nc3ccc(F)cc3F)cc2C1 (stereo not given)	-19%	-7	4%	-9%	20%	8%	-20%	-21
O=C(NN=Cc1ccc(Cl)cc1Cl)c1ccccc1	8%	-8	10%	7%	-7%	-12%	u	-17

# Part of the list above in a different format.
compound: CCc1ccccc1NC(=O)c1cc(S(=O)(=O)NC2CCCC2)ccc1F
  FUS suppressor: 41% | DRD3 agonist: -9 | EPAC2 agonist: x | Abeta yeast res: 19% | aSyn rescue: x | EPAC2 antag: x | TDP-43 yeast inh: 19% | D3 antag: x
compound: COC(=O)Nc1cc(C)nc2ccccc12
  FUS suppressor: -9% | DRD3 agonist: -11 | EPAC2 agonist: -1%[15.6 µM] | Abeta yeast res: 1% | aSyn rescue: 2% | EPAC2 antag: 12% | TDP-43 yeast inh: -1% | D3 antag: -8

# Continuation:
SMILES	FUS suppressor	DRD3 agonist	EPAC2 agonist	Abeta yeast res	aSyn rescue	EPAC2 antag	TDP-43 yeast inh	D3 antag
Cc1ccc(S(=O)(=O)N2CCOCC2)cc1NC(=O)CSc1nnnn1C1CC1	-12%	4	15%	-2%	2%	-4%	13%	13
Cc1ccc(CNC(=O)C2CCN(S(=O)(=O)c3cccs3)CC2)cc1	-2%	-27	3%	-13%	7%	-4%	-1%	4
Cc1ccc(N(CC(=O)NC2CCCC2)C(=O)CCC(=O)Nc2ccccn2)cc1C	-3%	13	-2%	10%	3%	9%	5%	2
COc1cccc(F)c1C(C[N+](=O)[O-])c1c(N)n(C)c(=O)n(C)c1=O (stereo not given)	-3%	-6	6%	-38%[inhibitor]	-71%[inhibitor]	0%	-90%[inhibitor]	1
CC(Oc1cccc(Cl)c1)C(=O)Nc1cc(S(=O)(=O)N2CCCCC2)ccc1N1CCOCC1 (stereo not given)	19%	2	-3%	23%	9%	-2%	9%	-3
CCN1CCc2c(sc(NC(=O)Cc3ccccc3)c2C(=O)OC)C1	-6%	-18	7%	1%	10%	17%	-18%	-103*
Cc1ccc2nc(-c3cccs3)c(Nc3ccc4c(c3)OCCO4)n2c1	14%	9	x	-12%	x	x	-6%	x
CN(Cc1ccc(Cl)cc1)C(C(=O)NC1CCCCC1)c1cc2ccccc2o1 (stereo not given)	4%	-6	5%	-6%	-14%	-17%	-7%	-3
CCN(N=Nc1cccc([N+](=O)[O-])c1)c1cccc([N+](=O)[O-])c1	28%	1	13%	-10%	1%	-3%	-13%	47
CCOC(=O)c1ccccc1NC(=O)Cn1cnc2c(cnn2-c2ccccc2)c1=O	-8%	6	-6%	-5%	-2%	-6%	6%	15

# Quoted from the listing.
# CCN(N=Nc1cccc([N+](=O)[O-])c1)c1cccc([N+](=O)[O-])c1 | EPAC2 antag = -3%
# CN(Cc1ccc(Cl)cc1)C(C(=O)NC1CCCCC1)c1cc2ccccc2o1 (stereo not given) | TDP-43 yeast inh = -7%

# Continuation:
SMILES	FUS suppressor	DRD3 agonist	EPAC2 agonist	Abeta yeast res	aSyn rescue	EPAC2 antag	TDP-43 yeast inh	D3 antag
CC1=NCCN1S(=O)(=O)c1cccc([N+](=O)[O-])c1	16%	2	9%	6%	1%	0%	-14%	-16
N#Cc1cc2ccccc2nc1SCc1cccnc1	-6%	14	1%	17%	-1%	5%	-29%	-83*
CNc1ccc(C(=O)OCC(=O)NC(=O)NC2CCCC2)cc1[N+](=O)[O-]	-5%	-16	-2%	6%	0%	4%	23%	-15
C[C@H](NC(=O)c1ccc2ccccc2c1)C(=O)N1CCC2(CC1)NCCc1[nH]cnc12	-11%	-4	4%	0%	-4%	2%	12%	22
COc1ccc(S(=O)(=O)NN(C)c2ncc(C(F)(F)F)cc2Cl)cc1	-8%	-4	4%	7%	10%	-23%	2%	-21
COc1ccccc1Cn1cccc1C=O	1%	4	6%	-3%	0%	-3%	1%	3
O=c1oc(=S)oc2c1[C@H](c1ccc(Cl)cc1)O[C@H](C1CC1)C2	9%	7	9%	9%	20%	0%	u	13
COCCNC(=O)Cn1cc(C(=O)c2ccco2)c2ccccc21	8%	4	2%	-2%	0%	8%	9%	u
O=C(Cc1ccccn1)c1ccc(Cl)cc1	9%	-23	1%	-18%	-4%	-6%	17%	u
COc1ccc(C(=O)[C@H]2[C@H]3C(=O)N(c4ccc(C)cc4)C(=O)[C@H]3C3C=CC=NN32)cc1 (stereo not given in full)	-19%	-9	-12%	-1%	0%	-3%	-13%	7
CCCCCc1ccc(OCCCC[n+]2cccc(C)c2)c(CCCCC)c1	u	-12	3%	-92%[inhibitor]	-37%[inhibitor]	-20%	19%	-25
CCn1c(SCc2nc3sc(C(=O)O)c(C)c3c(=O)[nH]2)nnc1-c1ccc(Cl)cc1	11%	1	8%	-3%	5%	-13%	3%	4
O=C(c1ccccc1Br)N1CCN(Cc2ccc3c(c2)OCO3)CC1	17%	-7	11%	-17%	-1%	-5%	-36%[inhibitor]	-2
CC1=CC(=O)C(C(C)=Nc2ccccc2Cl)C(=O)O1 (stereo not given)	26%	-13	5%	5%	1%	0%	-13%	2
COc1ccc(NC(=S)NCc2ccccc2Cl)c(OC)c1	-2%	-2	3%	10%	-8%	-15%	15%	0
CCCc1ccc2oc(C(=O)N3CCNC(=O)C3CC(=O)OC)c(C)c2c1 (stereo not given)	18%	3	-4%	-1%	0%	5%	20%	-6
COc1cc(/C=N/NC(=O)C(=O)NCc2cccnc2)cc(OC)c1OC	x	3	4%	11%	-1%	9%	7%	5
c1ccc(CN(Cc2ccccc2)c2nn[nH]n2)cc1	-1%	9	6%	3%	2%	-13%	12%	0
CCOc1ccc(NC(=O)c2cccc(N3CCCS3(=O)=O)c2)cc1	-18%	1	x	-5%	x	x	11%	x
Cc1cc(Nc2ccc(Br)cc2)n2nc(-c3ccccc3C)nc2n1	-2%	5	x	-20%	x	x	14µM*	x
COc1ccc(C(=O)Oc2ccc(Br)cc2C(=S)N2CCOCC2)cc1	u	-5	9%	-31%	4%	u	-14%	-27
O=C(Cc1c(F)cccc1Cl)NNC(=O)c1cccs1	-17%	5	8%	12%	3%	1%	16%	-23
Cn1ccc(C(=O)Nc2cccnc2Cl)n1	-28%	8	6%	8%	3%	2%	16%	6
CCC(C)NC(=O)CNC(=S)N(Cc1ccccc1F)C1CCCCC1 (stereo not given)	30%	3	4%	-12%	9%	1%	-1%	3
CC1CCCC(C)N1/N=C/c1cccc([N+](=O)[O-])c1 (stereo not given)	-2%	4	8%	8%	2%	-4%	26%	-3
Cc1ccc(NCc2nnc(SCC(=O)Nc3ccccc3)n2CC2CCCO2)c(C)c1 (stereo not given)	37%	-3	-1%	-2%	-6%	6%	-7%	-19
O=C(CN1c2cccc3cccc(c23)S1(=O)=O)N1CCN(c2ccc(F)cc2)CC1	u	4	13%	-3%	5%	0%	u	-3
Cc1ccc(C)c(CC(=O)N2CCCC(c3cc(C(=O)NCc4cccnc4)no3)C2)c1 (stereo not given)	-7%	-7	17%	-6%	0%	7%	3%	0
COc1ccc(-c2ccc(CCC(=O)O)n2CC2CCCO2)cc1 (stereo not given)	30%	-3	1%	3%	17%	9%	-7%	-9
N#Cc1c(NC(=O)C(=O)NCCCN2CCOCC2)sc2c1CCCC2	-4%	-4	8%	-20%	-1%	20%	7%	-3
CC(=O)C1=C(O)C(=O)N(c2ccc(F)cc2)C1c1ccc(C)cc1 (stereo not given)	11%	4	2%	13%	6%	-7%	-22%	5
Cc1ccc(Cl)cc1N1CCN(C(=O)c2cnn(C(C)(C)C)c2C2CCN(C(=O)OC(C)(C)C)CC2)CC1	-6%	10	x	12%	x	x	5%	x
COc1ccccc1-c1cc(C(F)(F)F)nc(S(=O)(=O)CCCC(=O)Nc2ccccc2F)n1	-2%	-24	x	-15%	x	x	-7%	x
COc1ccc(OC)c(Nc2nc(-c3cccc([N+](=O)[O-])c3)nc3ccccc23)c1	-13%	1	8%	3%	x	1%	-3%	-5
COC(=O)c1c(-c2cc(OC)cc(OC)c2)sc2ccc(OC)cc12	21%	62*	10%	24%	-12%	u	27%	10
O=C(c1cnc2n(c1=O)CCS2)N1CCN(c2ccc(Cl)c(Cl)c2)CC1	23%	1	2%	7%	8%	11%	-6%	3
CC1=CC2=NC(=O)/C(=C/c3cccn3Cc3ccccc3)C(=N)N2O1	18%	-7	10%	-1%	-1%	-16%	10%	u
O=C1CN(C(=O)COc2ccc(F)cc2Br)c2ccccc2N1	8%	1	-3%	6%	3%	-12%	6%	10
COC(=O)CC1COc2ccccc2N1C(=O)c1ccc(OC)cc1 (stereo not given)	13%	-9	4%	-3%	-1%	4%	13%	-14
COc1cc(CNn2c(C)n[nH]c2=S)cc(Cl)c1OCc1ccc(F)cc1	40%	-20	12%	-21%	0%	0%	9%	-29
CN(C)C(=S)Nc1cccc(C(F)(F)F)c1	-13%	-2	7%	3%	-11%	3%	5%	-7
Cn1c2ccccc2c(=O)c2c(=O)n(C3CCCCC3)c(-c3ccco3)nc21	x	-14	-10%	-14%	16%	-8%	12%	-19
CCOC(=O)N1CCN(C(=O)C2CCC(CNS(=O)(=O)c3ccc(Cl)cc3)CC2)CC1 (stereo not given)	-3%	11	-11%	13%	-10%	5%	1%	11
CCCCNC(=O)CN1C(=O)NC(CCc2ccccc2)C1=O (stereo not given)	-35%	3	2%	5%	2%	2%	-3%	30
